FEN1 inhibitor – inhibitors of human flap endonuclease 1 | 390,000 compounds, 0.35% hits | Recombinant FEN1 flap cleavage, fluorescence, 15 min | Potency, µM (highest dose often 114 µM), for inactives: top-dose activity change, negative = inhibition, usual class: inhibitors | P39748; also: nearly all actives have a fitted effect of over 65% in size
Target sequence (P39748 whole entry, looked up): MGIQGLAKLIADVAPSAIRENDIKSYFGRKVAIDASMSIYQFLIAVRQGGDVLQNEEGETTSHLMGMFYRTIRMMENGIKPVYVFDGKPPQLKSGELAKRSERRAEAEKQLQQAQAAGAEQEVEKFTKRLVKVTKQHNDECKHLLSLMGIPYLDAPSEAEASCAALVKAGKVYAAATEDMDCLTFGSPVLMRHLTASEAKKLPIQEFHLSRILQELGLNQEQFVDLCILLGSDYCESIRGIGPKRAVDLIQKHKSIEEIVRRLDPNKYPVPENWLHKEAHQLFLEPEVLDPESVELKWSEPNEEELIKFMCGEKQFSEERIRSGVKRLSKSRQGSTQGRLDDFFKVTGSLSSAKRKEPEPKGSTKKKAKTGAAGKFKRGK
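FEN1 at 10 nM preincubated with compounds 15 min at room temperature, then flap DNA substrate added at 50 nM final. Signal read at 0 and 15 min; concentration-response fitted with four-parameter Hill equation.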
TDP1 block – blocks human tyrosyl-DNA phosphodiesterase 1; Q9NUW8; recombinant TDP1, AlphaScreen DNA substrate cleavage; Potency, µM (highest dose often 130 µM), for inactives: at the highest dose activity change, negative = inhibition, actives largely listed as inhibitors; 350,000 compounds, 0.28% hits; also: nearly all actives have a fitted effect of over 40% in size
Target sequence (Q9NUW8 whole entry, looked up): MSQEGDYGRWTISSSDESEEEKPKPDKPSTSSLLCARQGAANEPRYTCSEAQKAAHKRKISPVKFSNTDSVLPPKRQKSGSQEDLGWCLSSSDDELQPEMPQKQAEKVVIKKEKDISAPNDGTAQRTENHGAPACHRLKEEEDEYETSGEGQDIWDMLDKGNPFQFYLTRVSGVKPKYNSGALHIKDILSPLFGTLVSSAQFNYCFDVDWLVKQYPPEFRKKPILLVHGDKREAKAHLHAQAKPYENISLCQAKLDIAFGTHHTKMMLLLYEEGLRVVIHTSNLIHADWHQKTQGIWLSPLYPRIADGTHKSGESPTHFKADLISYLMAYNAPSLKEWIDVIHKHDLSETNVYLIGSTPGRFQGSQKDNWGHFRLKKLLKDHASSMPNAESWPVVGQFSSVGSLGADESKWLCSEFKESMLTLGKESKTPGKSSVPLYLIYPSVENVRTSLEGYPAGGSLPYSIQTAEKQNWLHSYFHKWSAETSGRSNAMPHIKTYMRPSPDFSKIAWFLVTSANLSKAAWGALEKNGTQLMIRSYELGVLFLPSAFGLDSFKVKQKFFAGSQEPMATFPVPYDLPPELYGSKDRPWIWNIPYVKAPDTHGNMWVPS
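Steps: enzyme plus compound, 15 min RT; add biotin/phosphotyrosine-FITC oligonucleotide (15 nM final), react 5 min; add donor/acceptor beads (10 ug/ml final), 10 min; read AlphaScreen. Tdp1 at 1 nM final.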
N370S GC mod – inhibitors or activators of N370S glucocerebrosidase for Gaucher disease; N370S GC spleen homogenate, 4MU-glucoside fluorescence; Potency, µM (top dose mostly 59.4 µM), without a hit: at the top dose activity change, negative = inhibition, actives largely listed as inhibitors; 330,000 compounds, 0.092% hits; AID 2101;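 also: 0% = full enzyme activity and -100% = no enzyme basal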
* = called active by the depositor; ? = inconclusive; . = no result given; & = joins results of further samples; [ ] = remark or other dose. Calls follow the shape of the dose curve; as a rule, active = well fitted curve in the direction sought with a large enough effect; inconclusive = small, poorly fitted or top-dose-only effect, or another doubt; inactive = no such curve, though single readings can be large; an effect the other way counts as inactive or inconclusive. Unless noted, % is scaled to controls: 0 for no effect and ±100 for the full control effect; potency is read from the fitted curve at half-maximal effect.

SMILES,TDP1 block,FEN1 inhibitor,N370S GC mod
CCOC(=O)c1[nH]c(COC(=O)CCOc2ccccc2OC)c(C(=O)OCC)c1C,3.8%,-5.4%,0.2%
Cc1cccc(Nc2sc(C(=O)c3ccc(Cl)cc3)c(N)c2C(N)=O)c1,-2.5%,2.2%,.
CCCCn1c(-c2nn(C)cc2Cl)n[nH]c1=S,4.0%,0.5%,16.9%
c1ccc(Cc2nnc3sc(-c4cccs4)nn23)cc1,3.4%,-5.5%,-4.8%
CC(C)CC(=O)NC(=S)NCCc1ccccc1,5.3%,3.0%,16.4%
COc1cc(C2NC(=S)NC(C)=C2C(=O)c2ccccc2)ccc1O (stereo not given),4.3%,-5.0%,-0.4%
Cc1cc(SCC(=O)Nc2ncc(Cl)cc2Cl)nc2ccccc12,7.9%,-11.0%,20.2%
CCOC(=O)Cc1csc(NC(=O)c2c(-c3c(Cl)cccc3Cl)noc2C)n1,.,-8.7%,0.6%[12.8 µM]
CCCc1cc(=O)[nH]c(SCC(=O)N2CCN(S(=O)(=O)c3ccc(C)cc3C)CC2)n1,2.3%,-6.8%,-0.3%
CC(=O)c1ccccc1NC(=O)COC(=O)c1ccc2c(c1)nc(C)n2-c1ccccc1,2.7%,.,?

Only FEN1 inhibitor and TDP1 block, for two of the compounds above:
molecule	FEN1 inhibitor	TDP1 block
CCOC(=O)Cc1csc(NC(=O)c2c(-c3c(Cl)cccc3Cl)noc2C)n1	-8.7%	.
CC(C)CC(=O)NC(=S)NCCc1ccccc1	3.0%	5.3%

Next section
SMILES,TDP1 block,FEN1 inhibitor,N370S GC mod
Cc1ccc(F)c(NC(=O)c2c(-c3ccccc3)noc2C)c1,3.5%,-5.4%,-5.1%
O=C(NCCCCO)C(F)(F)C(F)(F)C(F)(F)C(=O)NCCCCO,1.1%,-1.1%,0.8%
O=c1c2ccccc2nc(SCc2nc3ccccc3s2)n1Cc1ccco1,2.1%,2.8%,1.2%
NS(=O)(=O)c1cccc(NC(=O)COC(=O)/C=C/c2nc3ccccc3s2)c1,?,13.0%,.
COc1ccc(S(=O)(=O)Nc2ccc3c(c2)CC(=O)N([C@H](C)CO)C[C@H](C)[C@H](CN(C)C(=O)Nc2ccc4c(c2)OCO4)O3)cc1,2.8%,-10.8%,.
Cc1ccc2nc(Cl)c(C3CC(c4ccco4)=NN3S(C)(=O)=O)cc2c1 (stereo not given),5.5%,0.6%,-3.7%
CSc1ncccc1C(=O)NCc1nnc2ccccn12,0.1%,4.0%,.
Cc1cc(N(CN2CCCC2=O)C(=O)c2ccccc2)no1,4.9%,-5.5%,4.9%
Cc1noc(C)c1COc1ccc(CC(=O)NCc2ccccc2)cc1,-1.2%,13.2%,-9.9%
Cc1cc(C)c(S(=O)(=O)NCCC2CCCN2C)c(C)c1 (stereo not given),4.0%,-1.8%,0.5%
Cn1nc(OC(=O)Nc2cccc(Cl)c2)cc1C(F)(F)F,5.1%,-9.5%,-1.1%
Cc1cc(C)n(C2=NS(=O)(=O)c3ccccc32)n1,3.3%,-8.8%,2.1%
Cc1cccc(NC(=O)NCCCCc2ccccc2)c1,-5.8%,-20.1%,10.2%
O=C1COc2ccc(C(=O)COC(=O)/C=C/c3cccc(F)c3)cc2N1,5.9%,4.5%,-6.2%
Cc1cccc(N=C2NC(=O)CS2)c1,-4.2%,9.1%,0.8%
COc1cc(-n2c(=O)c3ccccc3n(Cc3cc(=O)n4ccccc4n3)c2=O)cc(OC)c1OC,-2.7%,-1.9%,2.4%
O=C(CSc1ccc(-c2ccc(F)cc2)nn1)N1CCCc2ccccc21,0.0%,9.6%,6.8%
C/C(=N/NC(=O)COc1cc(C)ccc1C(C)C)C(=O)O,-2.6%,1.3%,-0.8%
Cc1ccc(C(=O)N2CCC(C(=O)NC3CCCCCC3)CC2)cc1,-2.4%,-3.1%,-7.1%
O=C(NC(c1ccccc1)c1cc(Cl)c2cccnc2c1O)c1cccnc1 (stereo not given),0.0%,.,14.9%
Cc1ccc(C)c(NC(=O)/C(C#N)=C/c2ccc(C(C)C)cc2)c1,-0.6%,4.9%,.
COc1cc(C(=O)NC(=S)NCc2ccco2)cc(OC)c1OC,-8.8%,-4.7%,-1.1%
C#CCOCCOCCOCCNc1nc(N2CCN(C(=O)CCCCCCCCCCNC(=O)[C@H](CCCCN)n3cc(CCO)nn3)CC2)nc(N2CCN(C(=O)CCCCCCCCCCNC(=O)[C@H](CCCCN)n3cc(C[C@@H](C)CC)nn3)CC2)n1,0.0%,28.2µM*,14.1µM*
CCOc1ccccc1C1C2C(=O)N(c3ccccc3)C(=O)C2ON1c1ccccc1 (stereo not given),2.1%,1.6%,12.6%
CNC(=O)[C@H]1O[C@@H](n2cnc3c(N)ncnc32)[C@H](O)[C@@H]1O,7.3%,.,2.6%
COCCn1c(-c2ccc(C)cc2)nc2oc3cc(OC)ccc3c(=O)c2c1=O,3.7%,4.3%,5.1%
COc1ccc(NC(C)=O)cc1NS(=O)(=O)c1ccc2c(c1)OCCO2,-0.3%[56.1 µM],16.6%,.
Cc1ccc(CNC(=O)Cn2c(=O)n(-c3ccc(C)cc3)c(=O)c3c2c2cc(C)ccc2n3C)cc1,5.6%,12.6%,.
Clc1ccc(-c2csc(N/N=C\c3cccnc3)n2)cc1,2.7%,15.2%,-5.3%
O=C(NCCCN1CCCC1=O)c1cccc(Oc2ccccc2)c1,-5.5%,-12.8%,9.3%
COc1nc(Nc2ccccc2F)nc(OC)n1,.,11.5%,1.8%
Cc1ccccc1NC(=O)NCC1CCCO1 (stereo not given),3.1%,11.2%,18.7%
COC(=O)c1cccnc1-n1c(=O)c2cccnc2n(CC(=O)Nc2ccc(Br)cc2)c1=O,2.9%,-17.7%,-16.2%
COC(=O)[C@@H](Cc1ccccc1)NC(=O)[C@H]1CCC(=O)N1C(=O)OCc1ccccc1,.,4.2%,2.0%
CC(Oc1ccccc1[N+](=O)[O-])C(=O)N/N=C/c1ccoc1 (stereo not given),-0.7%,14.2%,-6.2%
O=C(CN1CCCCC1)Nc1ccccc1C(=O)NC1CC1,-2.4%,1.5%,-15.8%
CC1(C)CC(=O)C=C(Nc2ccc(S(N)(=O)=O)cc2)C1,-2.3%,11.2%,3.3%
CCOC(=O)N1CCN(S(=O)(=O)c2ccc(C(=O)Nc3ccc4c(c3)C(=O)NC4=O)cc2)CC1,-2.2%,-4.3%,4.0%
CN(C)/C=C/C(=O)c1ccc(Cl)cc1Cl,-7.4%,-10.2%,7.3%
CC1CCCN(C(=O)CN2CCC(c3nc4ccc(Cl)cc4[nH]3)CC2)C1 (stereo not given),1.2%,-5.0%,4.2%

Reprinted at random: 2 entries already listed, in no set order.
SMILES,TDP1 block,FEN1 inhibitor,N370S GC mod
O=C(CN1CCCCC1)Nc1ccccc1C(=O)NC1CC1,-2.4%,1.5%,-15.8%
CN(C)/C=C/C(=O)c1ccc(Cl)cc1Cl,-7.4%,-10.2%,7.3%

Additional results follow:
SMILES,TDP1 block,FEN1 inhibitor,N370S GC mod
CCOC(=O)c1ccc(N=c2sc(C(=O)OC)cc(=O)n2CCCN2CCOCC2)cc1,6.9%,8.2%&0.7%,?
O=[N+]([O-])c1cccc(N(CC(O)CN2CCCCC2)S(=O)(=O)c2ccccc2)c1 (stereo not given),7.4%,-4.5%,0.5%
CC/C=C\C/C=C\C/C=C\C/C=C\C/C=C\C/C=C\CCC(=O)NCCc1ccc(O)c(O)c1,-1.2%,.,-4.2%
CCCCOc1ccc(C(=O)OCC(=O)Nc2cc(C)on2)cc1,4.8%,3.5%,3.2%
C=CCOC(=O)C(C(C)=O)C(NC(=O)OC)c1ccccc1 (stereo not given),1.6%[21 µM],.,-15.4%[12.8 µM]
O=C(CC1(O)C(=O)N(CCc2ccccc2)c2ccccc21)c1ccccn1 (stereo not given),5.7%,10.2%,-0.7%
COc1ccc(S(=O)(=O)N2CCCN(CC(=O)Nc3ccc4c(c3)OCO4)CC2)cc1,4.0%,9.1%,-11.2%
CN(CC(=O)Nc1cccc(F)c1)C(=O)CCNC(=O)c1ccc(Br)cc1,0.2%,14.8%,-1.7%
COCCN1CCc2nc(SCC(=O)Nc3ccc(C)c(Cl)c3)[nH]c(=O)c2C1,11.4%,-2.2%,.
CCC1=NN(C(=O)COc2ccccc2)C(O)(c2ccncc2)C1 (stereo not given),-2.8%,0.2%,0.5%

Quoted from the entries so far for reference:
SMILES,TDP1 block,FEN1 inhibitor,N370S GC mod
COCCN1CCc2nc(SCC(=O)Nc3ccc(C)c(Cl)c3)[nH]c(=O)c2C1,11.4%,-2.2%,.
CCC1=NN(C(=O)COc2ccccc2)C(O)(c2ccncc2)C1 (stereo not given),-2.8%,0.2%,0.5%

Next part.
SMILES,TDP1 block,FEN1 inhibitor,N370S GC mod
Cc1noc(C)c1NC(=O)N(C)C[C@@H]1Oc2c(NC(=O)NC(C)C)cccc2C(=O)N([C@@H](C)CO)C[C@@H]1C,-1.2%,-5.1%,.
Cc1ccc(NC(=O)Cn2cc(C(=O)c3cccs3)c3ccccc32)cc1C,2.1%,2.3%,.
Cc1ccc(NC(=O)Cn2c(=O)oc3cc(S(=O)(=O)N4CCCCCC4)ccc32)cc1Cl,-4.7%,14.6%,.
CCOC(=O)C1=C(C)Nc2ccccc2N=C1NC(=O)C(CC)c1ccccc1 (stereo not given),8.2%,-7.0%,-15.4%
CCOc1ccc(S(=O)(=O)NC(C)C)cc1C(N)=O,0.0%,5.7%,-0.8%
C[C@]12CCC(=O)C=C1CCC1C3CC[C@](O)(C(=O)CO)[C@@]3(C)CC3OC312 (stereo not given in full),5.6%,.,4.3%
O=C(Cn1nnc(-c2ccccc2F)n1)N1CCCCC1,.,-5.3%,-4.3%
CC(C)C(C(=O)NCC1CCCO1)N(Cc1cccs1)C(=O)CNS(=O)(=O)c1ccccc1 (stereo not given),-7.6%,1.6%,3.8%
COc1ccc(C)cc1NC(=O)CCN1CCCC1,4.5%,3.5%,-0.5%
c1ccc(-c2csc(-c3nc4ccccc4[nH]3)n2)cc1,25.4%[56.1 µM],.,14.7%
COc1cccc(NC(=O)CN(C)C(=O)c2cc3c(s2)CCCCC3)c1,2.7%,-4.5%,.
Cc1cc(C)c(C)c(S(=O)(=O)Nc2ccccc2C(=O)NCCCn2ccnc2)c1C,9.4%,-8.1%,?
COc1cccc(C(=O)Nc2cccc3cccnc23)c1OC,.,-0.8%,10.7%
CCOC(=O)C1=CN(Cc2cccc(F)c2)S(=O)(=O)N(C)C1c1ccc(C(F)(F)F)cc1 (stereo not given),-2.1%[56.1 µM],-9.4%,.
O=C(Nc1ccc(F)c(Cl)c1)N1CC=C(c2c[nH]c3ccccc23)CC1,5.6%,-16.5%,.
O=C(COc1ccccc1)Nn1cnc2ccccc21,-2.1%,-1.2%,-0.6%
CCCCC(=O)OCc1cc(=O)n2nc(C3CCCCC3)sc2n1,3.2%,15.3%,.
COc1ccc(S(=O)(=O)N(C)C[C@H]2Oc3ccc(NS(=O)(=O)c4cn(C)cn4)cc3C(=O)N([C@H](C)CO)C[C@@H]2C)cc1,1.3%,-16.0%,.
Cc1nc2cc(-c3ccc(Cl)cc3)nn2c(C)c1CCC(=O)NCc1ccco1,-2.0%,18.2%,-2.3%
CCC(C)Oc1nc(C)cc(C)c1S(=O)(=O)c1ccccc1C (stereo not given),-4.8%,-17.8%,17.8%
CCCc1n[nH]c(=O)c2c1nnn2Cc1ccccc1,.,-9.2%,0.0%
CN(CC(=O)Nc1ccc(Cl)cc1)C(=O)c1cccc(S(=O)(=O)N(C)C)c1,-2.8%,-5.8%,-12.8%
O=C(COC(=O)c1ccc(F)cc1F)Nc1ccc2[nH]c(=O)[nH]c2c1,0.0%,-1.5%,1.6%
COc1ccc2[nH]c3c(c2c1)CC(C)NC3=O (stereo not given),3.6%,22.4%,25.3%
CC(C)CN(CC(C)C)C(=O)CN1c2cccc3cccc(c23)S1(=O)=O,.,12.0%,-0.8%
CCCn1c2c(c(O)c(C(=O)NCc3ccccc3)c1=O)CCCC2,.,-16.6%,19.5%
O=C(CSc1nc2c([nH]c3ccccc32)c(=O)n1-c1ccc(F)cc1)NCC1CCCO1 (stereo not given),2.2%,14.1%,.
Cc1ccc(S(=O)(=O)N2CCCCC2)cc1NC(=O)COC(=O)c1cccn1C,2.3%,-10.5%,.
O=C(NCC1CCCO1)C(=O)N/N=C/c1c(F)cccc1Cl (stereo not given),.,-4.2%,4.3%
CCN(c1ccccc1)S(=O)(=O)c1ccc(OC)c(NC(=O)c2ccc(=O)[nH]c2)c1,1.3%,-3.7%,.
COc1ccccc1NC(=O)c1cc2ccccc2o1,0.0%,-10.7%,8.4%
